# High-throughput results as filed in PubChem.
# CHO-K1 Ca antag: counter-screen for M1 antagonists: effect in parental CHO-K1 cells; ATP-induced calcium, Fluo-8 fluorescence; inhibition, % at 3 µM; 0.6% of 360,000 active; AID 602250;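 active = inhibition above a per-plate cutoff, the plate's mean sample inhibition plus 3 SD, cut at about 24% in these data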;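 also: 0% = DMSO plus EC80 ATP and 100% = DMSO alone without ATP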
# CHRM5 agonist: CHRM5 agonism in calcium assay; activation, % at 3 µM; CHO-K1 hM5 cells, Fluo-8 calcium fluorescence; 0% DMSO wells, 100% maximal acetylcholine response; 0.19% of 360,000 active; P08912; AID 624037;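 active = activation above the run's mean over test compounds plus 3 SD, cut at about 23% in these data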;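 also: signal is peak over basal fluorescence ratio across the kinetic read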
# Target sequence (P08912 whole entry, looked up): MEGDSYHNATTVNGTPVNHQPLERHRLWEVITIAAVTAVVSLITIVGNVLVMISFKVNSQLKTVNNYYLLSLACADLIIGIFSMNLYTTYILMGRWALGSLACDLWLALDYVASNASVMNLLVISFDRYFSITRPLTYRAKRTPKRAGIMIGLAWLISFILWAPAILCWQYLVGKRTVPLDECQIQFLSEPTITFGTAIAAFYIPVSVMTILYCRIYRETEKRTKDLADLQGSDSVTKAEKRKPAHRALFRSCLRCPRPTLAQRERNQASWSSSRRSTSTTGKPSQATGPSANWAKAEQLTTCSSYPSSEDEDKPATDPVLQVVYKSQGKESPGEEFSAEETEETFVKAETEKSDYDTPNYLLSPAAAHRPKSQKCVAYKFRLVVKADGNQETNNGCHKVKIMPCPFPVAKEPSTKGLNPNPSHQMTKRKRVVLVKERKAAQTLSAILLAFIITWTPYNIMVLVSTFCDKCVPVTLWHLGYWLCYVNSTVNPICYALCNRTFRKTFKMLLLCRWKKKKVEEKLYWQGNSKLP
# CHRM4 antagonist: antagonists of human muscarinic M4 receptor (CHRM4). P08173. CHO-hM4 cells, ACh EC80, Fluo-8 calcium fluorescence. inhibition, % at 3 µM. 0.73% of 360,000 active. AID 624125;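 active = inhibition above its plate's cutoff, the mean inhibition of sample wells plus 3 SD, cut at about 27% in these data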;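 also: 0% = acetylcholine EC80 with DMSO and 100% = DMSO without agonist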
# Target sequence (P08173 whole entry, looked up): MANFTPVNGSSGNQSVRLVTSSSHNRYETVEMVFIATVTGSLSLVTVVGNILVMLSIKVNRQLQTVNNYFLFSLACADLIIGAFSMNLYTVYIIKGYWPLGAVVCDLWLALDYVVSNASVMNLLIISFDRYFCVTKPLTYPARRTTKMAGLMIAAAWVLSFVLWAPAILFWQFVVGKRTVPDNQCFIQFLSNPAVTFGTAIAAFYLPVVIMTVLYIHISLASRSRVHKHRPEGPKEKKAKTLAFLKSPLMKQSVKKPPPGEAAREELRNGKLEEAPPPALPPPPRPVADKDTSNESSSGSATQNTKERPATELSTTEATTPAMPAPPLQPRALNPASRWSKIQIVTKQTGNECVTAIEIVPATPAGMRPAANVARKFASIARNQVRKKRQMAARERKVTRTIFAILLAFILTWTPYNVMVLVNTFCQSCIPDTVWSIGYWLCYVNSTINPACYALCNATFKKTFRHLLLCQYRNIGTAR
# M1 ag parental: counter-screen for M1 agonists: effect in parental CHO-K1 cells; Fluo-8 calcium fluorescence; scaled to maximal ATP response, vehicle zero; activation, % at 3 µM; 0.48% of 360,000 active; in the data active = activation above about 15%;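 also: untransfected CHO-K1 host cells lacking M1 receptor as counterscreen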
# M4 PAM: positive allosteric modulators of human muscarinic M4 receptor | P08173 | CHO-K1 hM4/Gqi5, Fluo-8 calcium fluorescence, ACh EC20; 0% = ACh EC20, 100% = maximal ACh | activation, % at 3 µM | 0.4% of 360,000 active;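 active = activation above its plate's cutoff, the mean activation of sample wells plus 3 SD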; also: some results filed as inactive read as strong as hits
# CHRM4 agonist: agonists of human muscarinic M4 receptor (CHRM4); P08173; CHO-K1 hM4/Gqi5, Fluo-8 calcium fluorescence; vehicle 0%, full acetylcholine response 100%; activation, % at 3 µM; 0.14% of 360,000 active;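 active = activation above the run mean over all test wells plus 3 SD, cut at about 32% in these data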;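 also: peak over basal fluorescence ratio per well then scaled between controls; 0% = DMSO wells and 100% = acetylcholine at EC100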
# M1 PAM parental: nonselective activator or artifact in parental CHO-K1 calcium assay; ATP EC20, Fluo-8 calcium fluorescence; 0% at ATP EC20, 100% at ATP max; activation, % at 3 µM; 0.02% of 360,000 active; AID 602247;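 active = activation above the run cutoff, the mean activation of all test compounds plus 3 SD, cut at about 40% in these data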;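 also: peak over basal fluorescence ratio in a 140 s read after ATP addition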
# M5 PAM: CHRM5 positive allosteric modulation. CHO-K1 hM5, Fluo-8 calcium, ACh EC20 PAM; 0% = ACh EC20, 100% = ACh EC100. activation, % at 3 µM. 0.3% of 360,000 active. AID 624038;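 active = activation above the run cutoff, the mean activation of all test compounds plus 3 SD, cut at about 18% in these data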
#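 System: CHO-K1 hM5 cells. Reagent: acetylcholine, EC20 level. Compound dosing: single dose, 3 µM nominal final test concentration. Timing: Post-acetylcholine fluorescence recording 140 s. Detection: Fluo-8 calcium fluorescence. Read-out: % activation, ACh-normalized. Benchmarks: ACh EC20 and EC100 wells. Repeats: singlicate, one well per test compound.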
# CHRM5 antagonist: antagonists of human muscarinic M5 receptor (CHRM5); CHO-hM5 cells, Fluo-8 calcium fluorescence, ACh EC80; inhibition, % at 3 µM; 0.59% of 360,000 active; AID 624040;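 active = inhibition above a per-plate cutoff, the mean of that plate's test compounds plus 3 SD, cut at about 27% in these data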;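 also: 0% = acetylcholine EC80 with DMSO and 100% = DMSO without agonist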
# * marks the source's active call; other numbers are inactive results.
SMILES,CHO-K1 Ca antag,CHRM5 agonist,CHRM4 antagonist,M1 ag parental,M4 PAM,CHRM4 agonist,M1 PAM parental,M5 PAM,CHRM5 antagonist
COC(=O)[C@H](CC(C)C)NC(=O)Cn1cnc2c(SC)nc(N)nc21,-14.4,3.0,-7.2,1.2,4.8,0.6,25.9,-1.6,1.6
CCCOc1ccc(C(=O)NNC(=S)NC(=O)c2cc(-c3ccc(Cl)cc3)nc3ccccc23)cc1,12.7,-0.5,5.0,0.1,-3.0,1.0,3.0,-4.5,-6.5
Cn1nc(C(C)(C)C)c([N+](=O)[O-])c1C(=O)N1CCCCCC1,-4.8,-2.5,-3.1,2.9,4.5,1.7,2.5,1.6,-3.3
COc1cccc(C2=NOC(C(=O)NC(C)(C)C)C2)c1 (stereo unspecified),-8.6,0.0,-6.2,0.6,4.9,0.7,13.6,-3.8,10.1
CN1CCN(c2oc(-c3ccccc3)nc2S(=O)(=O)c2ccc(Br)cc2)CC1,-8.0,-1.0,-7.0,2.3,-2.7,2.4,10.2,-2.0,9.1
N#C/C(=C\c1ccccc1)C(=O)Nc1cccnc1,-9.5,-4.2,2.5,0.6,10.4,1.0,16.3,-1.3,7.5
COCCN1C[C@@H](CO)O[C@@H](n2cnc3c(N4CCN(C)CC4)ncnc32)C1,0.1,0.1,3.0,0.2,4.5,1.1,2.1,-1.1,-3.5
Cc1ccccc1CS(=O)(=O)c1snnc1C,-7.9,-1.6,2.0,0.5,3.5,-0.4,20.1,2.7,2.7
Cc1cccc(N2CCN(CC(=O)NCc3ccccc3)CC2)c1C,10.3,0.1,-12.3,-0.2,-0.3,-0.3,-12.5,7.4,2.6
CC1=C(C(=O)N(C(C)C)C(C)C)CC(CC(=O)NCc2cccc3ccccc23)C(=O)N1CCCN1CCCC1=O (stereo unspecified),8.1,0.7,-9.7,-0.3,5.1,0.4,18.8,0.3,0.4
O=[N+]([O-])c1sccc1CS(=O)(=O)c1ccccc1,-2.2,-1.6,5.5,0.2,-3.5,0.7,5.9,4.4,9.4
COc1ccc(-c2nnc(SCC(=O)OC3CCCCC3)o2)cc1OC,-4.9,1.5,6.0,0.0,-2.3,1.1,5.0,-8.8,8.7
C=CCN(CC=C)C(=O)C[n+]1ccc(C(N)=O)cc1,-8.0,2.5,-4.9,2.1,-15.8,9.6,18.4,0.0,5.5
CC(C)[C@H](NC(=O)N1CC(=O)Nc2ccccc21)C(=O)N[C@H](Cc1c[nH]c2ccccc12)C(=O)O,1.8,0.6,2.4,0.2,3.2,1.3,3.9,-1.3,3.7
COCC(=O)Oc1c(S(=O)(=O)c2ccc(C)cc2)c(C)nn1-c1ccccc1,-7.3,-2.5,-11.3,0.0,12.5,-0.3,17.5,-2.0,4.8
COc1ccccc1-c1nnc(C2CCN(S(=O)(=O)c3ccccc3[N+](=O)[O-])CC2)o1,-7.2,-3.4,-3.2,6.4,0.5,12.6,6.9,-0.9,-8.4
Cc1cccc(N2CCN(C(=O)CNC(=O)c3ccccc3)CC2)c1C,-8.6,-3.2,1.7,3.4,-5.0,2.5,7.1,-7.5,16.3
COc1cccc(OC)c1C(=O)NC(=S)Nc1ccc(S(=O)(=O)Nc2nccs2)cc1,-8.3,0.5,4.3,0.6,7.8,0.2,15.5,2.9,-7.5
C[N+]1(CCC(=O)c2ccccc2)CCCCC1,-3.4,-3.7,4.2,9.1,-1.6,0.5,26.8,7.2,-8.1
Cc1onc(-c2ccccc2)c1C(=O)NC(=S)NNC(=O)c1cc(-c2ccc(F)cc2)n[nH]1,-10.2,-6.8,3.7,-0.1,0.1,-0.8,8.8,-6.5,8.0
CC(NC(=O)c1c(F)cccc1Cl)c1ccc(-n2ccnc2)cc1 (stereo unspecified),-2.3,-2.7,6.3,1.1,-3.9,-0.1,9.5,-3.1,9.2
COc1ccc(NC(=S)NCC(O)c2ccccc2)c(OC)c1 (stereo unspecified),-2.6,-1.8,0.5,0.5,6.8,1.1,-5.0,4.1,-2.2
CC(C)C1Cc2c(C#N)c(N)n(C)c(=S)c2CO1 (stereo unspecified),-19.2,-5.1,-0.5,0.7,1.6,1.4,22.2,1.8,0.4
CCC(C)(C)C1CCc2c(sc(NC(=O)c3ccccc3C(=O)O)c2C#N)C1 (stereo unspecified),-8.3,-1.7,-4.9,-0.2,4.8,0.1,10.9,2.2,2.5
CCn1nnc(-c2ccccc2NS(=O)(=O)c2ccc(S(=O)(=O)N(C)C3CCCCC3)cc2)n1,7.2,-1.4,11.0,1.3,-14.3,2.7,6.3,-4.7,9.4

# Going on with the list:
SMILES,CHO-K1 Ca antag,CHRM5 agonist,CHRM4 antagonist,M1 ag parental,M4 PAM,CHRM4 agonist,M1 PAM parental,M5 PAM,CHRM5 antagonist
COc1ccc(C(=O)Cn2c(C(C)=O)nc3ccccc32)cc1,-14.2,0.0,-16.9,0.6,3.1,5.1,11.9,-7.0,-4.0
FC(F)(F)c1cc(-c2ccccc2)nc(NCc2cccnc2)n1,8.4,-3.2,4.5,0.6,-5.7,6.5,-7.6,-14.1,3.1
CCOc1ccc(NS(=O)(=O)c2cc(C(=O)N3CCC3)ccc2Cl)cc1,-0.7,-0.6,-15.9,0.7,4.5,0.9,-1.7,-0.3,6.0
CC(Oc1ccc(-c2ccccc2)c(F)c1)c1ccn(S(=O)(=O)c2cccc3ccccc23)n1 (stereo unspecified),-8.4,-6.3,-1.3,0.7,0.8,1.0,16.3,1.3,-2.9
CCCCC1=CC2=C(c3ccco3)C(=O)C(C)(OC(=O)c3ccc(OC)cc3)C(=O)C2=CN1Cc1ccco1 (stereo unspecified),-12.2,4.6,9.3,3.1,-0.9,7.8,11.3,-1.1,13.8
N#Cc1ccc(C2=NC(C(F)(F)F)(C(F)(F)F)c3c(n(Cc4ccco4)c(=O)[nH]c3=O)N2)cc1,13.7,2.9,1.0,2.6,8.0,-1.8,-1.4,-4.3,-0.2
CC(=O)Nc1ccc(NS(=O)(=O)c2ccc(-c3cnc(C4CC4)o3)cc2)cc1,3.9,-1.4,4.3,1.3,3.1,2.5,11.1,2.6,3.1
Cc1ccccc1-c1cc(C(=O)O)nn1CC1CC(c2cccc([N+](=O)[O-])c2)=NO1 (stereo unspecified),-21.2,1.6,-4.6,0.5,11.6,-0.1,28.7,8.8,7.2
C#CCN1C(=O)C(O)(CC(=O)/C=C/C=C/c2ccccc2)c2ccccc21 (stereo unspecified),-11.0,2.6,-3.2,1.4,-5.2,2.3,7.6,-6.2,14.2
CS(=O)(=O)N1CCC(C(=O)N2CCN(c3ccccc3F)CC2)CC1,-1.1,-2.9,-7.8,17.0*,6.2,0.8,19.3,-0.2,0.8
CCN1C(=O)c2cccc3c(S(=O)(=O)N(C(=O)c4cccnc4)c4ccc(OC)cc4)ccc1c23,4.3,-0.1,-2.1,2.6,-2.4,9.0,-7.2,-6.7,5.0
COc1cccc(CC2(CO)CCCN(Cc3ccc(-c4ccco4)cc3)C2)c1 (stereo unspecified),-21.3,-12.3,-3.8,0.4,-17.4,2.4,25.2,-0.5,1.7
O=C(Nc1ccc2c(c1)N(S(=O)(=O)c1cccs1)CCC2)c1c(F)cccc1F,4.5,-4.1,0.6,0.6,4.2,0.5,-5.1,1.2,4.5
Cc1cc(C)c(Cc2c(C)nc3c(C(=O)NCc4ccco4)cnn3c2C)c(C)c1,0.4,-2.5,13.2,1.4,0.2,-0.3,12.1,-2.9,2.5
COc1ccc(/C=C\c2onc(C)c2S(=O)(=O)N2CCC(C(=O)NCc3ccco3)CC2)cc1,0.0,2.7,0.9,0.9,-12.2,1.6,9.1,1.4,0.8
COC(=O)C1C2CCCCC1C(=O)O2 (stereo unspecified),-3.1,-0.9,-9.5,0.1,7.5,-0.1,4.1,6.8,10.5
Cc1cc(C)n2nc(C(=O)OCC(=O)NCc3ccccc3)nc2n1,-15.3,-0.4,7.0,0.2,1.9,1.0,4.6,-2.8,-4.6
CCOC(=O)Cn1nc(C(F)F)c(Br)c1C,-9.2,-1.6,4.0,0.9,1.2,0.2,21.1,9.0,2.7
Cc1ccc(CS(=O)Cc2ccc(C(=O)NC3CCCCCC3)o2)cc1 (stereo unspecified),-15.6,-1.0,1.8,0.0,-1.1,0.4,0.3,-5.2,2.4
COc1ccc(S(=O)(=O)N(C)C[C@H]2Oc3c(NS(=O)(=O)c4ccc(F)cc4)cccc3C(=O)N([C@H](C)CO)C[C@@H]2C)cc1,-1.8,-0.7,-19.6,0.7,14.8,4.4,0.9,3.4,-7.1
COc1ccc(C2=NOC(C(=O)NCc3cccs3)C2)cc1 (stereo unspecified),-5.2,-5.7,-0.6,0.6,-1.9,1.4,16.6,-4.0,6.3
C=CCNC(=S)NNC(=O)C(CCCC)CC(C)O (stereo unspecified),-10.1,-4.1,-13.8,0.8,11.3,0.9,22.9,3.7,4.2
CCOc1cc(C(=O)CCC(=O)OCC(=O)N2c3ccccc3NC(=O)C2(C)C)ccc1O,18.9,1.3,18.3,4.8,-17.7,12.1,-5.6,-7.4,24.1
O=C(NC1C/C(=N/O)c2cc3c(cc21)OCO3)C(F)(F)F (stereo unspecified),-2.3,-0.5,12.1,1.2,-6.6,0.4,4.3,-1.8,10.2
CN(CCc1ccccn1)C(=O)Nc1ccc(Cl)cc1,2.3,3.4,1.9,1.0,-3.9,2.5,3.0,-4.0,0.2

# Continued.
SMILES,CHO-K1 Ca antag,CHRM5 agonist,CHRM4 antagonist,M1 ag parental,M4 PAM,CHRM4 agonist,M1 PAM parental,M5 PAM,CHRM5 antagonist
COC(=O)c1sc2ncccc2c1OCc1ccc(Cl)cc1Cl,-3.7,-3.1,-2.9,0.6,10.7,-1.1,14.6,2.1,1.8
COc1ccc(NC(=O)c2cn(C)c(=O)c3cc(OC)c(OC)cc23)cc1OC,-10.0,-3.2,-12.6,0.3,2.4,1.7,16.9,1.6,2.4
COc1ccc(NC(=O)c2sc3nc(-c4cccnc4)ccc3c2N)cc1OC,0.5,-2.0,-0.1,3.4,-7.3,8.3,0.8,-4.1,10.4
COCCOC(=O)c1c(C)oc2ccc(OCc3cc(C(=O)OC)oc3C)cc12,-20.8,-1.8,-5.0,1.4,0.4,4.4,24.4,-7.3,10.7
CC(=O)Nc1cccc(OCc2ccc(F)cc2)c1,-8.2,-1.0,-1.6,0.7,-3.7,2.3,9.0,-10.4,4.2
CCOC(=O)C(C)Oc1cccc2c(=O)n(CC(=O)NCc3ccco3)ccc12 (stereo unspecified),-2.4,4.1,-9.3,1.9,6.3,0.7,24.0,2.9,1.2
CS(=O)(=O)Cc1ccc(C(=O)N2CCN(C(=O)c3cccs3)CC2)cc1,-14.4,0.9,11.0,-0.1,1.4,0.5,2.7,-10.3,7.4
CC(=O)Nc1nonc1-c1nc2ccccc2n1Cc1nnc(C)o1,-3.1,-1.2,-9.2,0.9,-0.1,0.8,20.8,3.0,1.1

# Reprinted from the listing (3 entries):
SMILES,CHO-K1 Ca antag,CHRM5 agonist,CHRM4 antagonist,M1 ag parental,M4 PAM,CHRM4 agonist,M1 PAM parental,M5 PAM,CHRM5 antagonist
COC(=O)C1C2CCCCC1C(=O)O2 (stereo unspecified),-3.1,-0.9,-9.5,0.1,7.5,-0.1,4.1,6.8,10.5
Cc1cc(C)n2nc(C(=O)OCC(=O)NCc3ccccc3)nc2n1,-15.3,-0.4,7.0,0.2,1.9,1.0,4.6,-2.8,-4.6
CCOC(=O)Cn1nc(C(F)F)c(Br)c1C,-9.2,-1.6,4.0,0.9,1.2,0.2,21.1,9.0,2.7
